Mm-Cpn inhibitor = inhibitors of Methanococcus maripaludis chaperonin (MmCpn). purified Mm-Cpn ATPase, ADP Transcreener TR-FRET. Potency, µM (series often up to 76.9 µM), without a hit: at the highest dose activity, negative = inhibition, usual class: inhibitors. 0.031% of 330,000 active; note: potency is the fitted concentration of half-maximal effect; % is set by controls: 0 for no effect and ±100 for the full control effect; nearly all actives have a fitted effect of over 80% in size
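Purified archaeal chaperonin (25 nM final) was preincubated with compound for 10 min at 37°C, then ATP (10 uM final) was added for 30 min at 37°C in Tris pH 7.4/KCl/MgCl2/DTT buffer. ADP was quantified by HTRF Transcreener TR-FRET.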
TGFb inhibitor = inhibitors of TGF-b signaling; 1.2% of 410,000 active; Potency, µM (titrated, usually from 46.1 µM), for the others: at the highest dose activity, negative = inhibition, most hits filed as inhibitors; HepG2 CAGA-GFP TGF-b/SMAD3 reporter, GFP fluorescence, 18 h; TGF-beta stimulated, 500 pg/mL final; note: potency is the fitted concentration of half-maximal effect; % is set by controls: 0 for no effect and ±100 for the full control effect; nearly all actives have a fitted effect of over 65% in size
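GFP signal (ex488/em500-530) from TGF-beta-stimulated HEPG2 CAGA-GFP cells, 500 pg/mL final, 18 h at 37 degrees C in DMEM plus 1% FBS, normalized to unstimulated and DMSO-stimulated controls.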
Abeta yeast res = A-beta toxicity reversal in yeast; Potency, µM (doses to about 46.1 µM), for the others: at the top dose growth rescue, usual class: activators; 0.063% of 410,000 active; yeast expressing A-beta42, growth rescue, OD600, 48 h; response scale: 0% DMSO, 100% iron-clioquinol control; note: potency is the fitted concentration of half-maximal effect; nearly all actives have a fitted effect of over 55% in size
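Yeast A-beta toxicity model in growth medium with pinned compounds, 48 h at 30 C; growth read as absorbance at 600 nm. Normalized to FeCl3/clioquinol equimolar mix (positive) and DMSO (negative).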
Nrf2 activator = activators of Nrf2 (ARE) signaling; AREc32 ARE-luciferase reporter (MCF7-derived line), luminescence, 24 h; Potency, µM (series often up to 46.1 µM), inactives show at the top dose activation, usual class: activators; 0.31% of 410,000 active; AID 624171; note: potency is the fitted concentration of half-maximal effect; % of control where 0% means no effect; nearly all actives have a fitted effect of over 65% in size
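Each well held 1000 AREc32 cells, which were incubated with compound for 24 hr at 37 deg C after overnight attachment, and ARE reporter activity was quantified by firefly luciferase luminescence.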
A549 tox = A549 cytotoxicity, counter-screen for Nrf2 inhibitors | A549 ARE-Fluc cells, CellTiter-Fluor viability, 18-24 h | Potency, µM (top dose mostly 46 µM), for the others: at the highest dose activity change, negative = cytotoxicity, usual class: inhibitors | AID 504648 | 0.16% of 390,000 active; note: potency is the fitted concentration of half-maximal effect; % is set by controls: 0 for no effect and ±100 for the full control effect
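A549 ARE-Fluc cells in 5% FBS OPTI-MEM, 5000 cells/well, rested 2 h then exposed to compounds in concentration-response for 18-24 h at 37 °C. Viability by CellTiter-Fluor fluorescence (Ex 405/Em 525) after 30 min; luciferase luminescence (BugLite, 15 min, RT) read afterwards.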
pAkt inh = Akt phosphorylation inhibition | Neuro2A IGF-stimulated pAkt S473 HTRF, 20 min; active compounds read low | activity change, % for hits at 50 µM | 0.32% of 360,000 active | AID 651550; in the data active = activity change below about -80%; inconclusive = mostly about -51% to -80%; note: % is set by controls: 0 for no effect and ±100 for the full control effect
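Neuro2A cells (4,500/well, DMEM with 0.5% FBS) were treated with compound at a single 50 µM final concentration, stimulated with 6 nM IGF for 20 min at 37 °C, and lysed. Phospho-Akt Ser473 was read by HTRF as 665/615 ratio ×10^4.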
CCT chaperon mod = modulators of cytosolic chaperonin (CCT/TRiC) activity | purified chaperonin ATPase assay, HTRF ADP detection, 30 min | activity change, % (concentration not given with the values), hits read low | 0.3% of 360,000 active | AID 651819; in the data active = activity change below about -30%; note: % is set by controls: 0 for no effect and ±100 for the full control effect
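TRiC at 40 or 20 nM final (batch-dependent) in 30 mM Tris pH 7.4, 100 mM KCl, 5 mM MgCl2, 1 mM DTT, with compound at single 76 uM and 10 uM ATP, 30 min at 37 deg C. ADP detected by HTRF Transcreener, 665/615 ratio.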
HepG2 tox = HepG2 cytotoxicity, counter-screen for TGF-b inhibitors; HepG2 CAGA-GFP viability, ATP luminescence, 18 h; Potency, µM (doses to about 46.1 µM), inactives show at the top dose activity change, negative = cytotoxicity, actives largely listed as cytotoxic; 0.76% of 410,000 active; AID 588856; note: potency is the fitted concentration of half-maximal effect; some results filed as inactive show a strong effect at the top dose
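CellTiter-Glo luminescence gave cytotoxicity after 18 hours at 37 degrees C. The cells were HepG2 CAGA-GFP in 1% FBS DMEM, stimulated with 500 pg/mL TGF-beta after compound addition. %Activity was normalised to no-cell wells (complete cell-killing) and DMSO (no toxicity), and curves were fitted and classified.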
Nrf2 inh = Nrf2 pathway inhibition. A549 ARE-Fluc reporter, luciferase luminescence, 18-24 h. Potency, µM (doses to about 46 µM), for the others: at the highest dose activity change, negative = inhibition, hits mostly inhibitors. 2.1% of 360,000 active; note: potency is the fitted concentration of half-maximal effect; % is set by controls: 0 for no effect and ±100 for the full control effect; nearly all actives have a fitted effect of over 60% in size
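In this cell-based qHTS, ARE-driven firefly luciferase in A549 cells reports Nrf2 activity; the luminescent signal after BugLite lysis is the measured value, with a prior CellTiter-Fluor read for cell health.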
The depositor's hits bear a star; i = inactive; ? = inconclusive; / = not tested or not shown; [ ] = dose if it differs, or a comment. Unless noted, calls come from the whole dose curve; as a rule, active = well fitted curve in the direction sought with a large enough effect; inconclusive = small, poorly fitted or top-dose-only effect, or another doubt; inactive = no such curve, though single readings can be large; an effect the other way counts as inactive or inconclusive.

SMILES	Mm-Cpn inhibitor	TGFb inhibitor	Abeta yeast res	Nrf2 activator	A549 tox	pAkt inh	CCT chaperon mod	HepG2 tox	Nrf2 inh
O=C(O)CN1C(=O)/C(=C\c2cc(Br)ccc2OCc2ccc(Cl)cc2Cl)SC1=S	-2.6%	?	-10.2%	?	-7.9%	i	-0.2	-31.8%	-1.3%
COc1ccc(CCNC(=O)c2ccc(CNS(=O)(=O)c3ccc(C(C)(C)C)cc3)cc2)cc1OC	1.5%	0.5%	8.1%	-0.2%	8.0%	i	-0.3	-20.1%	?
COc1ccccc1C(=O)NC(=S)Nc1ccc(N2CCN(C(=O)c3ccco3)CC2)cc1	0.3%	2.5%	-8.1%	-0.8%	-17.0%	i	-0.8	6.4%	20.6µM*
CC(NCc1ccc(OCC(N)=O)cc1)C12CC3CC(CC(C3)C1)C2 (centres undefined)	2.5%	5.9%	10.8%	0.0%	-4.0%	i	0.4	1.6%	21.9%
O=C(C/C=N/OCc1c(Cl)cccc1Cl)c1cnc(-c2ccccc2)s1	-3.7%	3.3%	11.8%	5.5%	-5.6%	i	-0.8	5.0%	4.2%
C/C(Cc1ccccc1)=N\NC(=O)CNC(=O)c1ccc(C(C)(C)C)cc1	0.1%	4.4%	0.9%	-0.2%	0.4%	i	-1.4	2.0%	?
N[C@@H](Cc1ccccc1)C(=O)N1CCC(C(=O)NCC(=O)Nc2ccc(F)cc2)CC1	0.9%	3.6%	20.5%	0.5%	?	i	-1.4	3.0%	15.9%
Nc1nc(-c2ccc3c(c2)CCCC3)cs1	0.6%	-3.3%	-64.4%[inhibitor]	3.1%	-13.7%	i	0.5	-17.6%	11.0%
Cc1ccccc1C(=O)N1CCC(C(=O)NC2CCCCC2)CC1	2.9%	19.5%	4.6%	-0.7%	-2.3%	i	-2.8	-3.9%	18.6%
CC(=O)c1ccc(OCc2cccc(C(F)(F)F)c2)cc1O	2.4%	-2.0%	-6.0%	4.6%	-6.1%	i	-0.9	9.8%	-3.1%
O=C(CCC(=O)N1CCOc2ccc(Cl)cc21)NCCCN1CCN(c2ccccc2F)CC1	-1.6%	-23.6%	1.6%	4.0%	10.7%	i	-0.4	-38.5%	1.9%
O=C(NC1CCCCC1)c1cccnc1C(=O)O	2.3%	0.0%	17.9%	-0.5%	-5.7%	i	-11.3	9.3%	4.5%
COc1ccccc1CNC(=O)CSc1nc(-c2ccc(OC)c(OC)c2)cc(C(F)(F)F)n1	/	-12.0%	-4.7%	9.3%	-12.8%	/	/	-32.5%	-11.6%
Cc1nn(Cc2ccccc2Cl)c(C)c1NC(=O)c1nc2ncccn2n1	3.4%	20.9%	-8.3%	10.7%	0.6%	i	-3.4	8.1%	-20.9%
Cc1ccc(CN(C)CC(=O)Nc2cccc([N+](=O)[O-])c2)o1	-0.2%	-11.5%	7.8%	5.7%	1.9%	i	-1.5	1.7%	-10.3%
O=S(=O)(Nc1cccc(-c2ccc3nncn3n2)c1)c1cccc(F)c1	-0.8%	9.9%	0.7%	7.9%	3.4%	i	0.8	4.4%	-11.8%
COc1ccc(C)cc1NC(=O)c1ccc(OCc2c(C)noc2C)cc1	2.0%	0.0%	1.0%	-0.4%	5.9%	i	2.4	-25.9%	?
CCc1ccc(NCc2ccc(OC)c(Cn3ccnc3)c2)cc1	0.3%	?	-3.4%	0.3%	-0.6%	i	-3.1	-35.9%	-14.7%
N#C/C(=C/c1cc(Br)cs1)C(=O)NCC1CCCO1 (centres undefined)	3.8%	12.5%	-32.9%[inhibitor]	2.7%	0.8%	i	-1.0	-24.1%	/
CCCCc1nc2sc3c(c2c(=O)[nH]1)CC(C)(C)OC3	/	-0.5%	-12.0%	0.4%	0.2%	i	1.6	-2.4%	2.1%
CC1CCc2c(sc3nnn(CC(=O)Nc4c(C(C)C)cccc4C(C)C)c(=O)c23)C1 (centres undefined)	/	-11.7%	1.3%	0.4%	8.2%	/	/	-11.7%	9.6%
Cc1ccc(NC(=O)c2ccccc2NC(=O)c2cccs2)cc1	-1.9%	?	5.0%	-0.1%	-7.6%	i	1.5	-17.6%	?
Cc1ccc(NC(=O)c2cc3cccc([N+](=O)[O-])c3[nH]2)cc1	0.9%	-14.6%	11.9%	15.0%	-6.6%	i	0.0	-15.0%	?
COc1ccc(Nc2nc(C(=O)NCCCN3CCOCC3)cs2)cc1	-8.3%	11.6%	13.0%	2.6%	0.2%	i	-0.8	-1.6%	1.4%
O=S(=O)(Nc1ccccc1OC(F)F)c1ccc(S(=O)(=O)N2CCCC2)cc1	5.2%	-26.8%	-5.2%	-0.1%	-5.2%	i	-1.6	4.0%	-25.2%
Next compounds
SMILES	Mm-Cpn inhibitor	TGFb inhibitor	Abeta yeast res	Nrf2 activator	A549 tox	pAkt inh	CCT chaperon mod	HepG2 tox	Nrf2 inh
CCc1nnc(NC(=O)C2CCN(C(=O)NC3CCCCC3)CC2)s1	0.7%	-6.5%	-0.4%	0.0%	5.9%	i	1.9	-8.1%	-13.4%
CCN(CC)C(=O)COc1ccc(/C(C)=N/NC(=O)c2ccccc2O)cc1	0.7%	10.6%	2.1%	0.5%	-1.1%	i	-1.0	-10.8%	32.2%
Cc1cc(C)cc(N2CC(C)(C)C2=O)c1	0.8%	-3.8%	0.8%	-0.4%	5.0%	i	3.8	1.9%	18.2%
CCN(CC)S(=O)(=O)c1ccc2c(c1)N(CC(=O)NCc1ccco1)C(=O)CO2	-1.8%	-1.2%	-1.5%	-0.4%	-3.3%	i	-3.1	-1.8%	7.1%
COc1ccccc1Cc1c(-c2ccc(C)cc2)nc2c(C)cc(Br)cn12	/	?	-12.2%	4.0%	/	i	0.8	-17.4%	/
NS(=O)(=O)c1ccc(CCNC/C=C/c2ccccc2)cc1	-1.7%	6.3%	-20.5%	0.0%	-9.5%	i	-0.4	-7.0%	-3.9%
Cc1cc(Nc2ccc(Cl)cc2)nc(-c2ccccc2O)n1	-0.1%	-24.0%	-7.1%	4.9%	2.7%	i	1.1	-53.7%	4.1%
CSc1sc(C(=O)NN)c2c1C1(CCC2)SCCS1	-5.9%	-1.8%	0.1%	0.2%	3.2%	i	-1.2	-15.1%	0.0%
COc1cc(/C=C/C(=O)c2c(O)ccc3c(C)cc(=O)oc23)ccc1O	/	0.8%	18.8%	17.0%	-1.3%	i	2.0	-0.6%	-13.2%
Cc1ccc(S(=O)(=O)c2ccc(Cl)cc2)cc1S(N)(=O)=O	1.1%	-12.6%	8.2%	-0.5%	-4.6%	i	-71.1*	-22.9%	-5.2%
O=C(CCC(=O)N1CCN(S(=O)(=O)c2ccccc2)CC1)c1cccs1	-2.1%	-6.8%	2.8%	-0.9%	0.1%	i	-1.6	17.8%	-3.0%
Cc1ccc(F)cc1C(=O)N1CCCC(c2cc(C(=O)NCc3ccccc3)no2)C1 (centres undefined)	/	-5.9%	-10.1%	3.5%	/	i	0.2	-26.9%	/
O=C(c1ccco1)N1CCN(C(c2ccc(F)cc2)c2nnnn2CC2CCCO2)CC1 (centres undefined)	-0.6%	1.1%	-6.1%	-0.3%	6.8%	i	0.3	21.5%	/
COCCNC(=O)C1(C)CCN(Cc2ccc(C(C)C)cc2)C1 (centres undefined)	/	15.6%	9.2%	-0.4%[9.22 µM]	/	i	0.7	4.9%	/
Cc1ccccc1C1NC(=O)Cc2ccccc21 (centres undefined)	0.5%	10.8%	27.9%	0.0%	-6.1%	i	1.3	-0.1%	-1.2%
CCOC(=O)[C@H]1[C@H]2COc3ccccc3[C@@H]2N2C(=O)CNC(=O)[C@@]12C	1.1%	0.3%	-12.4%	2.4%	7.9%	i	-2.6	-2.0%	-12.0%
COc1ccc(C[C@H]2CN3C(=NC[C@@H]3Cc3ccc(O)cc3)N2C[C@H](C)NC(=O)CCC2CCCCC2)cc1	2.3%	?	1.4%	-2.3%	-12.6%	i	-7.4	-14.7%	10.5%
Cc1ccc(N(C(=O)c2snc(C(N)=O)c2N)C(C(=O)NC2CCCC2)c2ccc(C)o2)cc1 (centres undefined)	-6.9%	0.4%	-1.0%	4.0%	?	i	-2.2	-22.1%	?
Cc1ccc(C(=O)c2cn(CC(=O)Nc3ccc4c(c3)OCCO4)c3nc(C)ccc3c2=O)cc1	/	?	-10.1%	-0.1%	-8.0%	/	/	-42.6%	-28.5%
CCOc1ccc(N(CC(=O)Nc2ccc(Br)cc2)S(C)(=O)=O)cc1	-2.4%	-10.9%	-25.2%	7.2%	-1.8%	i	-1.6	8.2%	-8.0%
CCCCc1nnc(NC(=O)CCSc2ccccc2)s1	1.2%	-13.1%	14.1%	-0.1%	-2.5%	i	-1.9	0.0%	7.4%
Cc1cccc(OC(C)C(=O)N(Cc2cccs2)C2CCS(=O)(=O)C2)c1C (centres undefined)	1.1%	1.4%	-9.2%	-0.7%	0.0%	i	-1.4	-15.4%	0.0%
CCOc1ncccc1C(=O)N1CCN(c2ccc(C(F)(F)F)cn2)CC1	-1.2%	1.1%	1.7%	-0.6%	-7.6%	i	-4.8	4.8%	?
CCOc1ccc(/C=N/NC(=O)c2cccc3ccccc23)c(OCC)c1	0.8%	4.3%	-0.6%	0.2%	3.0%	i	1.0	-0.8%	1.3%
O=C(NCCC(=O)N1CCN(c2ccccc2F)CC1)c1ccco1	1.1%	12.3%	-10.7%	3.3%	6.5%	i	-2.5	-23.9%	26.9%

Screens as filed in PubChem BioAssay.
